Screening data (PubChem)
HSP90 refold inh = blocks HSP90-mediated luciferase refolding in reticulocyte lysate. Rabbit reticulocyte lysate, luciferase refolding luminescence, 3 h. inhibition, % at 5.6 µM. 0.91% of 290,000 active. AID 1789;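 active = inhibition above the screen-wide mean plus 3 SD, computed separately per campaign, cut at about 16% in these data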;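 also: 0% = DMSO wells and 100% = 60 µM geldanamycin wells; inhibitors lower the luminescence because luciferase stays unfolded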
aSyn 5UTR inh = MLPCN primary screen, SNCA 5' untranslated region; alpha-synuclein 5'UTR reporter, inhibitor activity; inhibition, % (tested at 7.5 µM); 0.82% of 300,000 active; AID 1813; in the data active = inhibition above about 60%;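 also: H4 neuroglioblastoma cells stably carrying SNCA 5'UTR luciferase fusion; 0% = DMSO wells and 100% = positive control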
AI-2 QS mod = Vibrio harveyi AI-2 quorum sensing modulation. Vibrio harveyi JMH597 AI-2 luminescence/OD600 ratio, 9 h; stronger effect = lower value; strain lacks LuxN and CqsS sensors; 0 = neutral-control median. activity change, % at 7.5 µM. 0.4% of 300,000 active; in the data active = activity change below about -75%, passing the limit was not always enough;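 also: luminescence divided by OD600 gain over 9 h not by final OD600 alone; inactives centre near 13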
HSF1 inhib = HSF1 inhibition; 0.77% of 300,000 active; activity change, negative = inhibition, % at 7.5 µM (by protocol); NIH3T3-HGL HSE-luciferase, MG132-induced, luminescence 8 h; stronger effect = lower value; AID 2098;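 active = more than half of replicate wells show activity change below -50%, luminescence cut by over half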;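 also: luciferase reports HSF-1 transcriptional activity via heat shock element; 0% = median of DMSO wells and -100% = zero luminescence signal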
HIF act = HIF pathway transcriptional activation. U2OS HRE-luciferase reporter, luminescence; normalized: DMSO 0%, desferrioxamine 100%. activation, % at 7.5 µM (by protocol). AID 1910. 0.32% of 300,000 active;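 active = mean activation of at least 10% of the iron chelator positive control signal, with at least half of replicates also reaching 10%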
GSK3 alpha inh = human GSK-3 alpha kinase inhibition; P49840; ADP-Glo luminescence, 60 min; inhibition, % at 10 µM; 0.1% of 320,000 active; AID 2650;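 in the data active = inhibition above about 50%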;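 also: GST-tagged GSK-3 alpha with peptide substrate and 25 µM ATP; 0% = DMSO neutral wells and 100% = GW8510 positive control wells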
Target sequence (P49840 whole entry, looked up): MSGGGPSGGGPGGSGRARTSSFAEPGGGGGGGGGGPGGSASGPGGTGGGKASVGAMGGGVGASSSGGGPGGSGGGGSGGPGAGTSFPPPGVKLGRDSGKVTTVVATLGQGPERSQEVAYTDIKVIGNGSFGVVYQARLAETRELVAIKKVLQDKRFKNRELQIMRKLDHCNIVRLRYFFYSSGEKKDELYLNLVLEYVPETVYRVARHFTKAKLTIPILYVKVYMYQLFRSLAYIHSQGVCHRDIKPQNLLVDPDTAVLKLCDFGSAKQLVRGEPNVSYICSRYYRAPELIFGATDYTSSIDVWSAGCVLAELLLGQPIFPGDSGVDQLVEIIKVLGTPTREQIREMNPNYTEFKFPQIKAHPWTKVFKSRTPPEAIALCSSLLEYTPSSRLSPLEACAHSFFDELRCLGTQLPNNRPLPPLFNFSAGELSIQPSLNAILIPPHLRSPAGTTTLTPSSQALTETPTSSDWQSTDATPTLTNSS
KLF5 inhibitor = kruppel-like factor 5 inhibition | 0.23% of 290,000 active | AID 1700 | inhibition, % at 5 µM | DLD-1 KLF5 promoter-luciferase reporter, luminescence;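 active = inhibition above a per-plate limit of that plate's mean compound inhibition plus 3 SD, cut at about 60% in these data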;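 also: 0% = DMSO wells and 100% = LY294002 at 200 µM; higher means less KLF5 promoter-driven luciferase light; inactives centre near -14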
GSK3B inh = inhibitors of human GSK3beta kinase; GST-GSK3beta kinase, ADP-Glo luminescence, 60 min; stronger effect = lower value; activity score (negative = inhibition), % at 10 µM; 0.038% of 300,000 active; P49841;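 active = more than half of replicate wells score below -50%, meaning over 50% inhibition versus plate controls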;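 also: 0% = median DMSO wells and -100% = median GW8510 positive control wells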
Target sequence (P49841 whole entry, looked up): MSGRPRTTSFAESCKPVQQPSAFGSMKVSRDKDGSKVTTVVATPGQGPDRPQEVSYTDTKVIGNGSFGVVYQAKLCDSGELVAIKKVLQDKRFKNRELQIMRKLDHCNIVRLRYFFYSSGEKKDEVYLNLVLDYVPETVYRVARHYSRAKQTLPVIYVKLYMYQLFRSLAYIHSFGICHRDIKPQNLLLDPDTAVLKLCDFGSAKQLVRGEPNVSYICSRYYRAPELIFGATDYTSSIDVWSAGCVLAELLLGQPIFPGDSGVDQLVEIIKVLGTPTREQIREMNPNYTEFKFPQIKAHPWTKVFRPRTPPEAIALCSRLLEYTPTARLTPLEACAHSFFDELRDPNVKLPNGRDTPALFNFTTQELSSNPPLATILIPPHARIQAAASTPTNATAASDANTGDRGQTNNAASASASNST
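Test system: GST-fused GSK3beta enzyme, cell-free | Quantity: 1.6 ng GST-GSK3beta enzyme per well | Reagent: 25 µM ATP with peptide substrate | Schedule: 60 min enzyme reaction, room temperature | Signal: Luminescent ADP-Glo measurement of ADP formed | Read-out basis: Score relative to plate controls | Control set: DMSO and 20 µM GW8510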
IEC-6 tox = kills IEC-6 intestinal cells in KLF5 counter-screen; AID 1825; inhibition, % at 5 µM; IEC-6 cytotoxicity, luminescence viability; 0.78% of 290,000 active; in the data active = inhibition above about 22%;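 also: 0% = plate median of test compound wells and 100% = cytotoxic reference compound wells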
HSF1 activator = increases HSF-1 driven luciferase reporter signal. NIH3T3-HGL HSF-1 luciferase reporter, MG132, 8 h; 100% = twice DMSO control signal. activation, % at 9 µM. 1.7% of 300,000 active. AID 504408;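 active = mean replicate activation of at least 50% with a set share of replicates each reaching 50%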;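 also: 0% = median of the neutral control wells and 100% = twice that signal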
An asterisk follows results filed as active; x = not tested or not shown.

| Molecule | HSP90 refold inh | aSyn 5UTR inh | AI-2 QS mod | HSF1 inhib | HIF act | GSK3 alpha inh | KLF5 inhibitor | GSK3B inh | IEC-6 tox | HSF1 activator |
| --- | --- | --- | --- | --- | --- | --- | --- | --- | --- | --- |
| CNC(=S)Nc1cc(C(=O)N2CCCC2)ccc1N1CCCC1 | 4 | -7 | 10 | 3 | -0.6 | -3 | -22 | 4 | 4 | 10 |
| CC(=O)Nc1ccc(C(C#N)c2ccccc2)cc1 (stereo unspecified) | 2 | -44 | 0 | 9 | 0.0 | 0 | -3 | 2 | 9 | -7 |
| CCOC(=O)c1c(NC(=O)CN2C(=O)NC3(CCC(CC)CC3)C2=O)sc(C)c1-c1ccc(C)cc1 (stereo unspecified) | -3 | -23 | 3 | -1 | -1.3 | 3 | -3 | 1 | -4 | -19 |
| O=C(CSc1ccc(-c2ccccc2)nn1)NCC1CCCO1 (stereo unspecified) | -1 | 9 | 18 | -3 | -0.5 | 0 | -13 | -6 | -4 | -6 |
| Cc1cccc(Cn2cccc2/C=C2/C(=N)N3C=CSC3=NC2=O)c1 | 3 | -1 | 10 | -11 | -0.3 | -1 | -8 | 1 | 2 | -13 |
| CC(=O)Oc1ccc(/C=C2/CCc3ccccc3C2=O)cc1 | 2 | -50 | x | -5 | -3.0 | 17 | -111 | -11 | 4 | 19 |
| O=C(NCc1ccco1)/C(=C/c1ccco1)NC(=O)c1ccc(Br)o1 | 8 | -2 | 19 | 3 | -0.5 | 2 | -8 | 3 | 0 | 7 |
| Cc1ccccc1C(=O)N1CCN(C(c2ccccc2)c2ccccc2)CC1 | 3 | 4 | 22 | -11 | 0.9 | -4 | -5 | 2 | 7 | -5 |
| CCn1c(SCC(=O)N2CCCc3ccccc32)nc2c1c(=O)n(C)c(=O)n2C | -1 | 12 | 1 | 7 | -0.4 | 3 | -18 | 2 | 10 | -7 |
| Cc1ccc2c(c1)NC(C(C)(C)C)CO2 (stereo unspecified) | 1 | 8 | 17 | -8 | 0.1 | -5 | -33 | 5 | 5 | 2 |
| COCCNS(=O)(=O)c1ccc(C)c(C)c1C | -2 | 23 | 23 | -5 | 0.1 | 0 | 7 | -2 | -1 | 1 |
| Brc1cc(/C=N/n2cnnc2)oc1Br | 2 | -35 | 6 | -2 | -0.1 | 0 | 1 | 1 | -3 | -10 |
| COc1ccccc1-c1nnc(SC(C)C(=O)O)n1-c1ccccc1 (stereo unspecified) | -2 | -8 | 4 | 6 | -0.4 | 0 | 6 | 1 | -2 | -14 |
| O=C(NN1C(=O)C2C3C=CC(O3)C2C1=O)c1ccccc1 (stereo unspecified) | -1 | 12 | 28 | -14 | -0.5 | -2 | -18 | 1 | 2 | -21 |
| CCCCn1c(N)c(N(CCOC)C(=O)COC(=O)COc2ccc(CC)cc2)c(=O)[nH]c1=O | x | -3 | 14 | -1 | -0.2 | -2 | x | 2 | x | -10 |
| CC(/C=N/O)Cc1ccc2c(c1)OCO2 (stereo unspecified) | 2 | -16 | 1 | -14 | -0.2 | -2 | 22 | -1 | 2 | -2 |
| CCOc1nc(C)ccc1-c1noc(C)n1 | 1 | 10 | 18 | 7 | -0.2 | -3 | -49 | 2 | 3 | 5 |
| COc1ccccc1NC(=O)Cc1csc(NC(=S)Nc2ccccc2)n1 | 0 | 23 | 8 | 2 | 0.0 | -4 | -11 | 2 | 4 | -11 |
| Cc1cc(=O)n2c(nc3ccccc32)[nH]1 | 1 | -12 | 15 | 0 | 0.0 | -1 | 1 | 1 | 3 | 4 |
| Cc1ccc(CNc2nc(C)nc3sc4c(c23)CCC4)cc1 | 3 | -31 | 3 | 4 | -0.3 | 0 | -24 | 2 | 1 | 19 |
| NC(N)=NC(N)=Nc1ccc(O)cc1 | 0 | -1 | 31 | -4 | -8.2 | 8 | -31 | 2 | -1 | -13 |
| O=C1C2CCCN2C(=O)N1CCCCN1CCN(CCO)CC1 (stereo unspecified) | -3 | 10 | 18 | 6 | -2.5 | -2 | 19 | -10 | 3 | -2 |
| CCN(CC)CCN(C(=O)CN1C(=O)c2ccccc2C1=O)c1nc2cc3c(cc2s1)OCO3 | 6 | -5 | 23 | -1 | 0.0 | 2 | -23 | -1 | 4 | -5 |
| CSc1n[nH]c(NCc2ccc(C)cc2)n1 | 2 | -57 | 7 | 8 | 1.4 | -1 | -82 | -1 | 0 | 18 |
| COc1ccc(N2C(=O)/C(=C/c3ccc([N+](=O)[O-])cc3)C=C2c2ccccc2)cc1 | -1 | 15 | 7 | 15 | 1.6 | -4 | 3 | 1 | -3 | 23 |

Other results.
| Molecule | HSP90 refold inh | aSyn 5UTR inh | AI-2 QS mod | HSF1 inhib | HIF act | GSK3 alpha inh | KLF5 inhibitor | GSK3B inh | IEC-6 tox | HSF1 activator |
| --- | --- | --- | --- | --- | --- | --- | --- | --- | --- | --- |
| CCN(CC(=O)NCc1ccc(Cl)cc1)C(=O)C(C)Sc1ccccc1 (stereo unspecified) | -2 | 23 | 48 | 5 | 0.0 | 2 | 7 | -1 | 2 | 13 |
| CC(C)=CCCC(C)NC(=O)NC1CCCCC1 (stereo unspecified) | -1 | 10 | 12 | -3 | 0.1 | x | -18 | 1 | -4 | -5 |
| CN(C)/C=C/c1onc(-c2c(F)cccc2Cl)c1C#N | 0 | -12 | 10 | 0 | -0.8 | 0 | 13 | 4 | -2 | -11 |
| O=[N+]([O-])c1ccc(CCNc2cccc3ccccc23)c([N+](=O)[O-])c1 | 2 | -4 | 20 | 11 | -0.9 | 1 | -28 | 2 | 2 | 35 |
| O/N=C/c1cn(-c2ccccc2)nn1 | -1 | -32 | 19 | -1 | 0.7 | -1 | -36 | -3 | -6 | -1 |
| COc1ccc(-c2noc(Cc3ccccc3OC)n2)cc1 | 1 | -64 | -25 | 8 | 1.1 | -1 | -66 | -2 | 0 | 31 |
| Nc1nonc1C(=O)NCCNCc1cc(Br)ccc1OCc1ccccc1F | 4 | -18 | 18 | 2 | -0.4 | 1 | -22 | -1 | 12 | 1 |
| Cc1cccc(C)c1NC(=O)C1C2C=CC(C2)C1C(=O)NCc1ccccn1 (stereo unspecified) | 1 | 4 | 9 | -3 | -0.4 | -2 | 2 | 4 | -6 | 3 |
| CCc1ccc(C(=O)OCC(=O)c2c(N)n(CC(C)C)c(=O)n(C)c2=O)cc1 | -2 | 17 | 19 | -7 | -0.5 | -4 | -9 | 6 | 6 | 2 |
| CN(C(=O)CC1C(=O)NCCN1Cc1ccccc1F)C1CCOCC1 (stereo unspecified) | 7 | -17 | 20 | 4 | -0.3 | 4 | -3 | -1 | -10 | 6 |
| CCCCn1c(N)c(N(CCOC)C(=O)c2cccc(S(=O)(=O)N(C)c3ccccc3)c2)c(=O)[nH]c1=O | x | 0 | 11 | 2 | 0.1 | 1 | x | 1 | x | 0 |
| COC(=O)c1c(NC(C)=O)sc(C(=O)Nc2ccccc2)c1C | -2 | -85 | -5 | 5 | 3.5 | -3 | -76 | -1 | -5 | 12 |
| CCc1ccc(CN(C)CC(=O)Nc2sccc2C#N)cc1 | -2 | 10 | -5 | 10 | -0.8 | 4 | 0 | 3 | 0 | 2 |
| O=C(OCCCN1CCCCC1)c1ccc(O)cc1 | -6 | 9 | 17 | -17 | 0.1 | 3 | -12 | 0 | 0 | -37 |
| CCC1SC(CC)C(=O)N(CC(=O)NCc2ccc(F)cc2)C1=O (stereo unspecified) | 0 | 13 | -17 | -25 | -0.6 | -2 | -5 | -2 | -2 | -42 |
| O=C1OCCN1c1c(-c2ccccc2)c(-c2cccs2)nc2c(-c3ccccc3)cccc12 | 10 | 27 | 30 | 10 | -0.3 | 0 | -23 | 2 | -6 | 16 |
| CS(=O)(=O)c1ccc(C(=O)OC2CCOC2=O)cc1[N+](=O)[O-] (stereo unspecified) | 3 | -10 | 19 | 6 | -0.4 | 0 | -9 | 3 | -1 | 35 |
| COC(=O)c1cc2ccsc2n1Cc1nc(-c2ccc(OC)cc2)oc1C | -1 | 21 | 33 | 6 | -0.1 | 0 | -19 | 2 | 4 | 8 |
| CC1CCCC(NC(=O)COC(=O)CCSc2ccccc2)C1C (stereo unspecified) | 0 | 19 | 10 | -3 | 0.2 | -1 | -19 | -2 | 0 | -6 |
| CCOc1cc(/C=N/Nc2nc(C)cc(=O)[nH]2)ccc1O | -2 | 9 | 17 | -4 | -2.4 | -1 | -30 | 0 | -1 | -4 |
| CCOC(=O)c1c(S(=O)(=O)NCC(=O)NCc2ccc(C)cc2)c(C)n(C)c1C | -3 | -1 | 10 | -14 | -0.1 | -4 | -28 | -28 | 0 | 13 |
| c1cnc2ccc(C(c3nnnn3C3CCCCC3)N3CCCCC3)cc2c1 (stereo unspecified) | -3 | -13 | 9 | 11 | 1.2 | 0 | -38 | -4 | 0 | 16 |
| CCc1ccccc1NC(=O)C1CCN(C(=O)c2ccc([N+](=O)[O-])cc2)CC1 | 1 | 5 | 0 | 0 | -0.4 | -1 | 9 | -6 | 3 | 3 |
| Cc1ccccc1NC(=O)NCC1CCCO1 (stereo unspecified) | 0 | 17 | 26 | -10 | 0.1 | 0 | 8 | 2 | -5 | -4 |

Entries above that contain a Cl atom, in the order listed:
| Molecule | HSP90 refold inh | aSyn 5UTR inh | AI-2 QS mod | HSF1 inhib | HIF act | GSK3 alpha inh | KLF5 inhibitor | GSK3B inh | IEC-6 tox | HSF1 activator |
| --- | --- | --- | --- | --- | --- | --- | --- | --- | --- | --- |
| CCN(CC(=O)NCc1ccc(Cl)cc1)C(=O)C(C)Sc1ccccc1 (stereo unspecified) | -2 | 23 | 48 | 5 | 0.0 | 2 | 7 | -1 | 2 | 13 |
| CN(C)/C=C/c1onc(-c2c(F)cccc2Cl)c1C#N | 0 | -12 | 10 | 0 | -0.8 | 0 | 13 | 4 | -2 | -11 |

Look-ups from the results shown:
Under HSF1 activator, O=[N+]([O-])c1ccc(CCNc2cccc3ccccc23)c([N+](=O)[O-])c1 reads 35
Under HSP90 refold inh, CC1CCCC(NC(=O)COC(=O)CCSc2ccccc2)C1C (stereo unspecified) reads 0
Under aSyn 5UTR inh, COC(=O)c1cc2ccsc2n1Cc1nc(-c2ccc(OC)cc2)oc1C reads 21
Under IEC-6 tox, CCC1SC(CC)C(=O)N(CC(=O)NCc2ccc(F)cc2)C1=O (stereo unspecified) reads -2
